Compound activity as filed in PubChem.
Gli-Sufu antag: Gli-Sufu pathway antagonists, primary screen, luciferase luminescence, Sufu-KO-LIGHT cells, uHTS; inhibition, % at 5 µM; AID 588413, 2011; Sufu-KO-LIGHT fibroblasts, Gli luciferase reporter luminescence; 340,000 tested, 0.74% active;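 active = inhibition above about 55%, limit read from the data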;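 also: 0% = DMSO-treated cells and 100% = wells with medium but no cells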
UBC13 inh: UBC13 polyubiquitin chain formation inhibitors, primary screen, biochemical, TR-FRET, uHTS; Ubiquitin-conjugating enzyme E2 N (Homo sapiens), P61088; inhibition, % at 20 µM; 330,000 tested, 0.47% active; AID 485273, 2010; in the data active = inhibition above about 45%, passing the limit was not always enough; inconclusive = no clear call, values can overlap the other calls
Target sequence (P61088 whole entry, looked up): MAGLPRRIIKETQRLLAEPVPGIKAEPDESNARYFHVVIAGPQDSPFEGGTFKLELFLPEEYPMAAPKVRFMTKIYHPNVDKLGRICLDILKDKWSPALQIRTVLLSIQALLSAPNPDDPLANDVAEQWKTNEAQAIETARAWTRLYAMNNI
CCR6 antag: CCR6 receptor antagonists, primary screen, cell-based, CHO-K1, luminescence, beta-arrestin, uHTS. C-C chemokine receptor type 6 (Homo sapiens), P51684. CHO-K1 CCR6 PathHunter beta-arrestin, CCL20-stimulated. inhibition, % at 20 µM. 340,000 tested, 0.49% active. AID 493098, 2011;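 active = compounds whose inhibition of the agonist-driven luminescence signal at 20 µM reaches about 50%, limit read from the data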;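 also: cells stimulated with CCL20 at 14 nM final; plate controls were DMSO with CCL20 for no effect and DMSO without agonist for full effect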
Target sequence (P51684 whole entry, looked up): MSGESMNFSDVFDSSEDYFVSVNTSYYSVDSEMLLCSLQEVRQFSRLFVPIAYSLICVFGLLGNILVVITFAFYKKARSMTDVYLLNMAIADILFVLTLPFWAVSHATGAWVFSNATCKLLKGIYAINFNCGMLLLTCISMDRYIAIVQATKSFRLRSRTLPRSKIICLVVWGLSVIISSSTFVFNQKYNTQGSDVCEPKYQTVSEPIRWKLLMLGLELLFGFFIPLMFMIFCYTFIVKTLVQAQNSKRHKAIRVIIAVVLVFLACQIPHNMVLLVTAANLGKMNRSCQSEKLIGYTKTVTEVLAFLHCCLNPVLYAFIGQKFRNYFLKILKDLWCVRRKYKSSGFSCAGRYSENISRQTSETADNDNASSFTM
APJ ag: agonists of human apelin receptor APJ, primary screen, CHO-K1 cells, PathHunter beta-arrestin, luminescence; P35414; 0% DMSO wells, 100% apelin; activation, % at 20 µM; 330,000 tested, 0.11% active; AID 2520, 2010;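 active = activation more than six SD over the plate average, tested at 20 µM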;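 also: 0% = DMSO alone and 100% = apelin-13 at 10 nM; some results filed as inactive read as strong as hits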
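Test system: CHO-K1 APJ beta-arrestin complementation cell line. Amount: cell density 1000 per well. Controls: DMSO negative, 10 nM Apelin-13 positive. Signal: luminescent beta-gal fragment complementation, chemiluminescent substrate. Read-out basis: agonist-driven arrestin binding to APJ. Timing: compound stimulation 90 min at 25 °C, detection 60 min.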
ATG4B inhibitor: ATG4B protease inhibitors, primary screen, biochemical, fluorescence, uHTS; Cysteine protease ATG4B (Homo sapiens), Q9Y4P1; inhibition, % at 8.33 µM; ATG4B cleavage of LC3-PLA2, NBD-HPC fluorescence, 1 h; 340,000 tested, 0.51% active; in the data active = inhibition above about 40%
EBI2 block: EBI2 receptor antagonists, beta-arrestin recruitment, primary screen, cell-based, luminescence, 7a,25-OHC stimulation, uHTS | AID 651636, 2012 | 7a,25-OHC stimulated | 360,000 tested, 0.81% active | inhibition, % at 5 µM | G-protein coupled receptor 183 (Homo sapiens), P32249; in the data active = inhibition above about 38%;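 also: enzyme fragment complementation signal reports receptor beta-arrestin coupling in cells; 0% = agonist plus DMSO wells and 100% = wells without agonist; some results beyond the cut were filed as inactive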
Target sequence (P32249 whole entry, looked up, the tested form may be a part): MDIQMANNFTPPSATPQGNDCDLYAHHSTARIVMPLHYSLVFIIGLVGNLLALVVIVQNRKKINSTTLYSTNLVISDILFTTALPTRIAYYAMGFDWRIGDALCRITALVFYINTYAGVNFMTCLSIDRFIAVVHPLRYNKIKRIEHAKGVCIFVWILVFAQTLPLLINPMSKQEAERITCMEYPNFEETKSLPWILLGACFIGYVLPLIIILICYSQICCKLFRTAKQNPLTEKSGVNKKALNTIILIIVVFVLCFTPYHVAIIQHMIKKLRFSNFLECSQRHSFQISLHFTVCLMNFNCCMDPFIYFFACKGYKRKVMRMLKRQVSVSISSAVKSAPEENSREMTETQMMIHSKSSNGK
APJ antag: antagonists of human apelin receptor APJ, primary screen, CHO-K1 cells, beta-arrestin complementation, luminescence; AID 2521, 2010; inhibition, % at 20 µM; P35414; 330,000 tested, 0.32% active;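 active = inhibition above about 40% at 20 µM, limit read from the data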;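 also: cells challenged with 10 nM apelin-13 agonist together with compound; plate controls were apelin-13 plus DMSO wells for no effect and DMSO wells lacking apelin-13 for full effect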
CXCR6 inh: CXCR6 receptor inhibitors, primary screen, cell-based, beta-arrestin, luminescence, CHO-K1 PathHunter, 1536-well | inhibition, % at 20 µM | C-X-C chemokine receptor type 6 (Homo sapiens), O00574 | AID 602244, 2012 | 360,000 tested, 0.36% active; in the data active = inhibition above about 34%, passing the limit was not always enough;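 also: antagonist mode with CXCL16 agonist at 10 nM final; 0% = 10 nM CXCL16 with DMSO and 100% = unstimulated wells without agonist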
Numbers without * were called inactive; ? = inconclusive; . = no result given.

Codes: A = Gli-Sufu antag; B = UBC13 inh; C = CCR6 antag; D = APJ ag; E = ATG4B inhibitor; F = EBI2 block; G = APJ antag; H = CXCR6 inh
O=C(Nc1ccccc1C(F)(F)F)Nc1cccc2ccccc12
  A: -2; B: -14; C: 1; D: -4; E: 10; F: -2; G: 4; H: -5
COC(=O)Cc1ccc(NC(=O)c2ccccc2Br)cc1
  A: -8; B: 1; C: 3; D: -3; E: -8; F: -5; G: 15; H: -14
CCNc1nc(NCC)nc(N/N=C/c2ccc([N+](=O)[O-])o2)n1
  A: -1; B: -32; C: -8; D: 1; E: -2; F: 3; G: -25; H: -1
CCOC(=O)c1cccc(NC(=O)C2CCC(CNc3c(N4CCOCC4)c(=O)c3=O)CC2)c1 (stereo not drawn)
  A: 8; B: -1; C: 17; D: 0; E: -5; F: 2; G: -49; H: 3
CN(Cc1ccco1)C(=O)c1ccc(OC2CCN(Cc3ccccn3)CC2)cc1
  A: 10; B: -3; C: 1; D: -6; E: 20; F: -9; G: 13; H: 3
COc1ccc(-n2nc(C(=O)NCC(=O)N3CCN(c4ccccn4)CC3)c3ccccc3c2=O)cc1OC
  A: 0; B: -4; C: -14; D: 2; E: -41; F: -1; G: -16; H: 5
FC(F)(F)c1cnc(COc2ccc(Cl)cc2Cl)c(Cl)c1
  A: -10; B: 4; C: 13; D: -2; E: -9; F: 5; G: -14; H: 8
Cn1cc(/C=N\NC(=O)c2cccs2)c2ccccc21
  A: -43; B: 10; C: 8; D: -2; E: -18; F: -7; G: 7; H: -4
COc1ccc(Cc2nc3ccc(C(=O)N4CCN(C)C(C)C4)cc3o2)cc1OC (stereo not drawn)
  A: -12; B: 1; C: 11; D: 12; E: 18; F: 2; G: -13; H: -7
O=C(NCCCN1CCOCC1)c1ccc(S(=O)(=O)Nc2ccccc2F)cc1
  A: 90*; B: -7; C: 4; D: -3; E: -13; F: -6; G: 12; H: -6
CC(=O)NCCN=Cc1sc2ccccc2c1O
  A: -1; B: -8; C: -12; D: 7; E: 3; F: -9; G: -10; H: -3
COc1ccc(OCC(=O)NCCCN2CCOCC2)cc1
  A: 6; B: -4; C: -3; D: -3; E: -1; F: 3; G: -13; H: 1
CC(=O)N1CCN=C1SCc1c(F)cccc1Cl
  A: -9; B: 6; C: 0; D: -2; E: 1; F: -3; G: 5; H: -3
C=C(C(=O)c1ccccc1)C(C)C(=C)C(=O)c1ccccc1
  A: 32; B: .; C: 28; D: .; E: 17; F: 3; G: .; H: 5
CCOC(=O)N1CCC(NC(=O)c2cccs2)CC1
  A: -2; B: -3; C: 4; D: 0; E: 5; F: 4; G: 12; H: 0

Just ATG4B inhibitor and CXCR6 inh (3 entries from above):
smiles	ATG4B inhibitor	CXCR6 inh
COc1ccc(Cc2nc3ccc(C(=O)N4CCN(C)C(C)C4)cc3o2)cc1OC (stereo not drawn)	18	-7
O=C(NCCCN1CCOCC1)c1ccc(S(=O)(=O)Nc2ccccc2F)cc1	-13	-6
CC(=O)NCCN=Cc1sc2ccccc2c1O	3	-3

(more compounds)
Codes: A = Gli-Sufu antag; B = UBC13 inh; C = CCR6 antag; D = APJ ag; E = ATG4B inhibitor; F = EBI2 block; G = APJ antag; H = CXCR6 inh
O=C1c2ccccc2C(=O)N1CCOc1ccccc1Cl
  A: -103; B: 4; C: 5; D: -6; E: 4; F: -7; G: 9; H: 1
COc1ccc(/C=C/C(=O)Nc2nnc(C(C)C)s2)cc1OC
  A: -2; B: -1; C: 4; D: -2; E: -12; F: 4; G: -9; H: -4
CCOC(=O)C1CCN(Cc2c(O)c3ccccc3oc2=O)CC1
  A: -30; B: 6; C: 10; D: -3; E: 1; F: -10; G: -8; H: 1
CC(C(=O)OCc1nnc(-c2ccccc2)o1)N1C(=O)c2ccccc2C1=O (stereo not drawn)
  A: 0; B: 7; C: -1; D: -1; E: 7; F: 5; G: 0; H: 4
CCn1c(=NC(=O)CSC(C)=O)sc2ccccc21
  A: 4; B: 2; C: 14; D: -2; E: 3; F: 19; G: 18; H: 6
Cc1ccc(S(=O)(=O)N2CCC(C(=O)NCc3ccncc3)CC2)cc1
  A: -1; B: 4; C: 12; D: -1; E: 4; F: -10; G: -7; H: -8
Cc1cccc(C)c1NC(=O)CN(C)S(=O)(=O)c1ccc(-c2ccc(=O)[nH]n2)s1
  A: 26; B: -13; C: -12; D: -2; E: -2; F: -7; G: -26; H: 0
COCCn1c(SCC(=O)Nc2nnc(C)s2)nnc1-c1c[nH]c2ccccc12
  A: 7; B: -4; C: -5; D: -6; E: 1; F: 2; G: -10; H: 0
O=C1C=CC(=Nc2cccc3c2C(=O)c2ccccc2-3)O1
  A: -9; B: .; C: -14; D: .; E: 7; F: -2; G: .; H: -6
O=S(=O)(Nc1ccccc1N1CCOCC1)c1ccc(Cl)s1
  A: 1; B: -14; C: 14; D: -4; E: -1; F: 15; G: 2; H: 7
COc1ccc(-n2cc(CNCCc3nc(C)cc(C)n3)c(-c3ccccc3Cl)n2)cc1
  A: 30; B: 15; C: -12; D: -2; E: 24; F: 5; G: 3; H: 15
Cc1nn(CCC(=O)NCc2ccc(OC(C)C)cc2)c(=O)c2nn(-c3ccccc3)c(C)c12
  A: -5; B: 4; C: 2; D: 3; E: -1; F: 4; G: 12; H: -9
CC(=NCc1cccnc1)C1=C(O)c2ccccc2C1=O
  A: -1; B: 11; C: 6; D: 0; E: -5; F: -15; G: -11; H: -4
CC(=O)NC(=S)Nc1ccccc1N1CCCCC1
  A: 21; B: 0; C: 9; D: -3; E: 2; F: -5; G: 16; H: -6
O=C(NNC(=O)c1cc(-c2ccncc2)nc2ccccc12)c1cccc(Cl)c1
  A: 11; B: -2; C: 23; D: -3; E: 0; F: 8; G: -8; H: 15
NC(=O)c1cc2ccccc2o/c1=N\NC(=O)c1ccco1
  A: -3; B: -9; C: 15; D: -1; E: 6; F: -20; G: 0; H: -5
COc1ccc(-c2nnc(SCC(=O)N3CCCC3)o2)cc1OC
  A: -7; B: -4; C: 4; D: -2; E: 15; F: .; G: 11; H: .
COc1ccc(/C=N/NC(=O)CSc2n[nH]c(=O)[nH]c2=O)cc1
  A: 2; B: .; C: -2; D: .; E: -4; F: -7; G: .; H: 0
OC(Cc1ccnc2ccccc12)C(Cl)(Cl)Cl (stereo not drawn)
  A: 9; B: .; C: 2; D: .; E: -3; F: 4; G: .; H: 2
c1ccc2c(c1)oc1c(NCCCN3CCOCC3)ncnc12
  A: -8; B: 8; C: 15; D: -4; E: -8; F: -1; G: -22; H: 1
COc1cccc(N2CCN(Cc3nc(N)nc(Nc4ccccc4OC)n3)CC2)c1
  A: 1; B: 2; C: 14; D: -1; E: -16; F: -2; G: 17; H: -1
O=C1CC(N2CCN(Cc3ccc4c(c3)OCO4)CC2)C(=O)N1c1ccccc1 (stereo not drawn)
  A: 9; B: 0; C: -12; D: -3; E: 6; F: -10; G: -14; H: 4
COc1cccc(-c2nc(-c3ccc4c(c3)-c3ccccc3S4(=O)=O)c(-c3ccccc3)[nH]2)c1OC
  A: -15; B: 25; C: 10; D: -2; E: 0; F: 15; G: 7; H: 5
Cc1ccccc1S(=O)(=O)Cc1ccc(C(=O)NCc2ccc(F)cc2)o1
  A: -1; B: 10; C: 13; D: -3; E: -6; F: 2; G: 16; H: -10
CS(=O)(=O)c1ccc(C(=O)Nc2cc(-c3ccccc3)nn2-c2ccccc2)cc1
  A: 2; B: 8; C: 16; D: -1; E: -18; F: 4; G: 10; H: 7
COCC(C)n1c(SC(C)C(=O)NC2CCCCC2C)nc2ccccc2c1=O (stereo not drawn)
  A: 16; B: 6; C: 17; D: -6; E: 1; F: 24; G: 18; H: 2
COc1ccc(CCNC(=O)COC(=O)Cc2cccc3ccccc23)cc1
  A: -4; B: 7; C: 8; D: 5; E: -5; F: -3; G: -3; H: -2
CCOC(=O)N1CCN(C(=O)CCNS(=O)(=O)c2ccc3c(c2)c(=O)n(C)c(=O)n3C)CC1
  A: 15; B: -5; C: 1; D: -3; E: -3; F: -17; G: 1; H: 8
Cc1onc(-c2ccccc2)c1C(=O)Nc1nnc(CC(C)(C)C)s1
  A: -1; B: -6; C: -1; D: 2; E: -17; F: -6; G: -7; H: 0
Cc1ccc(/C=N/NC(=O)c2ccc(Cn3cc([N+](=O)[O-])cn3)o2)cc1
  A: 0; B: -1; C: 12; D: -2; E: -4; F: 3; G: 5; H: -5
COc1ccc(-c2cc(C(=O)NC3CC3)c3ccccc3n2)cc1
  A: 9; B: 16; C: 14; D: -2; E: -2; F: 0; G: 12; H: -14
CCOC(=O)C(NC(=O)CC)(Nc1ccc(S(=O)(=O)Nc2ncccn2)cc1)C(F)(F)F (stereo not drawn)
  A: 5; B: -5; C: -1; D: 9; E: -8; F: 2; G: 10; H: -6
COc1ccc(NC(=S)NCCc2c[nH]c3ccccc23)cc1
  A: 1; B: -5; C: -3; D: 0; E: 8; F: 13; G: 3; H: -3
CCCCC(NC(=O)c1ccc(C#N)cc1)C(=O)NCCC (stereo not drawn)
  A: -13; B: 2; C: 3; D: -3; E: -4; F: -8; G: 2; H: 1
Cc1csc2ncc(C(=O)Nc3ccccc3F)c(=O)n12
  A: -22; B: -4; C: 7; D: -3; E: -8; F: 2; G: 11; H: 1
CCOc1cc(/C=N\Nc2nc(Nc3ccccc3)nc(N3CCOCC3)n2)ccc1OC(=O)c1ccco1
  A: 36; B: ?; C: -3; D: -2; E: -21; F: 9; G: -1; H: -23
Cc1ccc(C(=O)Nc2nccs2)cc1S(=O)(=O)N1CCCCC1
  A: 1; B: 4; C: 24; D: -4; E: -4; F: 13; G: 16; H: -4
Cc1ccc(CNC(=O)CCCOc2cc(=O)n(C)c3ccccc23)o1
  A: 8; B: 17; C: -2; D: -3; E: -9; F: -2; G: 14; H: 8
COc1cc2cc(C[C@H](C)O)oc(=O)c2cc1OC
  A: -8; B: -6; C: 11; D: -1; E: -2; F: 9; G: 4; H: -9
C#CCN1C=CC(=O)[C@@H](OC(=O)Nc2ccc(Cl)cc2)[C@H]1c1ccccc1Br
  A: 5; B: .; C: 6; D: .; E: -2; F: 2; G: .; H: -6
Cc1nc(S(=O)(=O)NC2CCCCC2)c(C#N)c(C)c1Cl
  A: 8; B: 3; C: 13; D: 0; E: -6; F: -7; G: 10; H: 14
